Source: PubChem BioAssay
Pf Dd2 inh: blocks growth of Plasmodium falciparum Dd2 parasites | 94,000 tested, 2.3% active | AID 1159554 | P. falciparum Dd2 growth, SYBR Green, 72 h; hits give low values | activity change, % at 10 µM; in the data active means activity change below about -80%; inconclusive means no clear call, values can overlap the other calls
C diff growth: blocks growth of Clostridium difficile | 86,000 tested, 0.25% active | Clostridium difficile clinical isolate growth, OD600, 24 h; hits give low values | AID 1259249 | growth activity, negative = inhibition, % at 16 µg/mL (by protocol);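 active means mean growth activity at or below -80% and every replicate also at or below -80%; inconclusive means mean at or below -80% but some replicate above -80%; inactive means mean growth activity above -80%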;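 further: 0% = DMSO wells and -100% = levofloxacin 16 µg/mL wells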
GASC1 inh: blocks human GASC-1 (KDM4C) demethylase activity; Q9H3R0; GST-KDM4C 2-372, H3K9me3 peptide, LANCE TR-FRET; inhibition, % at 12.5 µM; 96,000 tested, 0.15% active; AID 720574;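 active means mean replicate inhibition above about 25%, with at least 55% of replicates also reaching it, limit read from the data, passing the limit was not always enough; inconclusive means only one of those two conditions met; inactive means neither condition met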
Target sequence (Q9H3R0 2-372 limits assumed): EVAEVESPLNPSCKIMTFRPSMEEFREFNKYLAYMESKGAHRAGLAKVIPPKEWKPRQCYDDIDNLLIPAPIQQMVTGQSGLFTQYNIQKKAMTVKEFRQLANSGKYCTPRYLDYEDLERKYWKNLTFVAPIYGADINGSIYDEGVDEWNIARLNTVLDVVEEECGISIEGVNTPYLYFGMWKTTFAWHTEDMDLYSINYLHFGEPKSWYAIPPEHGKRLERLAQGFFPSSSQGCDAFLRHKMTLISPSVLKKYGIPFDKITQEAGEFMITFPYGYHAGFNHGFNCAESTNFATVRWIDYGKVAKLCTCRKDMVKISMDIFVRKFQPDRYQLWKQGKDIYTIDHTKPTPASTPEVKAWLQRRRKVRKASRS
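System: N-terminal GST-fused human GASC-1 (KDM4C) fragment, residues 2-372; amount: enzyme final amount 10 nM; incubation: reaction 30 min RT, detection step 1 h RT; medium: HEPES buffer, pH 7.5, plus ascorbate; technique: LANCE TR-FRET, Eu antibody, ULight-streptavidin, EDTA, ex 340 nm, em 618/671 nm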
Tcruzi prolif: blocks T. cruzi growth in NIH3T3 culture; T. cruzi beta-gal in NIH3T3, GalScreen luminescence, 90 h; inhibition, % at 8.34 µM; 77,000 tested, 5.9% active; AID 624255;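 active means mean inhibition above about 93%, with at least 55% of replicates each passing it, limit read from the data, passing the limit was not always enough; inconclusive means only one of those two conditions holds; inactive means neither condition holds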
An asterisk follows results filed as active; ? = inconclusive; · = no result given; & = joins results of further samples; ! = repeats disagree.

SMILES | Pf Dd2 inh | C diff growth | GASC1 inh | Tcruzi prolif
C[C@H]1CN([C@@H](C)CO)C(=O)c2cc(NC(=O)CCN3CCOCC3)ccc2O[C@H]1CN(C)CC1CCCCC1 | 5 | 4 | -0.9 | 28
C[C@H](O)C#Cc1cnc2c(c1)C(=O)N([C@@H](C)CO)C[C@@H](C)[C@@H](CN(C)Cc1cncnc1)O2 | 29 | -2 | 1.1 | 15
COc1cccc(NC(=O)Nc2ccc3c(c2)C(=O)N(C)C[C@H](OC)[C@H](C)CN(C)[C@H](C)CO3)c1 | -36 | 1 | 6.8 | -57
O=C(C[C@@H]1C[C@@H]2c3cc(NS(=O)(=O)c4ccccc4)ccc3O[C@@H]2[C@H](CO)O1)NC1CCCCC1 | -4 | · | -0.8 | -41
CCCC(=O)Nc1ccc2c(c1)OC[C@H](C)N(Cc1nccs1)C[C@H](C)[C@@H](OC)CN(C)C2=O | 16 | · | 0.0 | 67
COc1ccccc1CNC(=O)C[C@H]1CC[C@H](NC(=O)CC2CC2)[C@H](CO)O1 | 0 | 0 | -0.1 | 30
C[C@H](CO)N1C[C@H](C)[C@H](CN(C)S(=O)(=O)c2ccc(F)cc2)Oc2ncc(C#CC3CCCCC3)cc2C1=O | -60 | -3 | -1.3 | 85
C/C=C/c1ccc2c(c1)O[C@H](CN(C)C(=O)C1CCCCC1)[C@@H](C)CN([C@H](C)CO)S2(=O)=O | 13 | 3 | 6.3 | ·
Cc1ccccc1S(=O)(=O)N1[C@H](C#N)[C@@H](c2ccc(-c3ccccc3)cc2)[C@@H]1CO | -2 | -11 | 0.4 | 67
C[C@H](CO)N1C[C@H](C)[C@@H](CN(C)CC2CCOCC2)Oc2ncc(-c3ccc(F)cc3)cc2C1=O | -18 | -1 | 1.0 | 21
C[C@H]1CN([C@@H](C)CO)C(=O)c2cc(C#Cc3ccccn3)cnc2O[C@@H]1CN(C)Cc1ccccc1 | -43&-57 | 1&-1 | -0.2 | 121*!
CO[C@@H]1CN(C)C(=O)c2ccc(NC(=O)Nc3cccc(F)c3)cc2OC[C@@H](C)N(C(=O)Nc2c(C)noc2C)C[C@H]1C | -44 | · | -2.2 | ·
C[C@@H]1CN([C@@H](C)CO)C(=O)c2cc(C3=CCCC3)cnc2O[C@@H]1CN(C)C(=O)CN1CCOCC1 | 40 | 2 | 1.4 | 85
O=C(C[C@@H]1C=C[C@@H](NC(=O)c2cccc(F)c2)[C@@H](CO)O1)NCCN1CCCC1 | -21 | -4 | 0.5 | ·
C[C@H]1CN([C@@H](C)CO)C(=O)c2cc(NC(=O)CCN3CCOCC3)ccc2O[C@@H]1CN(C)C(=O)NC1CCCCC1 | 8 | -1&-5 | 0.2 | ·
CNC[C@@H]1Oc2c(NS(=O)(=O)c3ccc(C)cc3)cccc2C(=O)N([C@H](C)CO)C[C@H]1C | 48 | -1 | 0.7 | 3
Cc1cc(C(=O)Nc2ccc3c(c2)C(=O)N(C)[C@H]2CC[C@H](CC(=O)Nc4ccc(Cl)cc4)O[C@@H]2CO3)no1 | -13 | -5 | -1.2 | 39
CO[C@@H]1CN(C)C(=O)c2cc(NS(C)(=O)=O)ccc2OC[C@H](C)N(CCC(F)(F)F)C[C@@H]1C | 1 | · | -1.1 | 3
COc1ccc(NC(=O)N(C)C[C@H]2OCCCC[C@H](C)Oc3ccc(NS(=O)(=O)c4ccc(F)cc4)cc3C(=O)N([C@H](C)CO)C[C@@H]2C)cc1 | -34 | -15 | -0.9 | 18
C[C@@H]1CN([C@@H](C)CO)C(=O)Cc2cc(NC(=O)Nc3ccc4c(c3)OCO4)ccc2O[C@H]1CN(C)Cc1ccc(C(=O)O)cc1 | 48 | 6 | 1.6 | ·
CC=Cc1ccc2n(c1=O)C[C@H]1[C@H](CO)[C@@H](C(=O)N[C@H](C)c3ccccc3)N(C(=O)c3ccccn3)[C@@H]21 (mixture of isomers) | 3 | 3 | -2.9 | 43
COc1ccc2c3c([nH]c2c1)[C@H](CO)N(C(C)=O)CC31CN(C(=O)c2ccc3c(c2)OCO3)C1 | 17 | -3 | 0.5 | ·
Cc1noc(C)c1NC(=O)N(C)C[C@H]1Oc2ccc(NC(=O)Cc3cn(C)c4ccccc34)cc2C(=O)N([C@@H](C)CO)C[C@H]1C | -3 | · | -2.8 | -128
Cc1noc(C)c1NC(=O)N[C@H]1CC[C@H](CC(=O)Nc2ccc(-c3ccccc3)cc2)O[C@H]1CO | -12 | · | 0.4 | -21
N#Cc1cccc(-c2ccc3c(c2)[C@@H]2[C@@H](CCN2C(=O)C2CCCCC2)[C@@H](CO)N3)c1 | 3 | -22 | -5.1 | 80

The last two records of the section above lead into the next:
SMILES | Pf Dd2 inh | C diff growth | GASC1 inh | Tcruzi prolif
Cc1noc(C)c1NC(=O)N[C@H]1CC[C@H](CC(=O)Nc2ccc(-c3ccccc3)cc2)O[C@H]1CO | -12 | · | 0.4 | -21
N#Cc1cccc(-c2ccc3c(c2)[C@@H]2[C@@H](CCN2C(=O)C2CCCCC2)[C@@H](CO)N3)c1 | 3 | -22 | -5.1 | 80
CC(=O)N(C)C[C@H]1Oc2ncc(C#Cc3ccccc3F)cc2C(=O)N([C@@H](C)CO)C[C@@H]1C | -2 | -10 | -0.5 | -38
Cc1noc(C)c1NC(=O)Nc1ccc2c(c1)CC(=O)N([C@@H](C)CO)C[C@H](C)[C@@H](CN(C)C(=O)Nc1ccc(F)cc1)O2 | 47 | -6 | -1.1 | -2
CCCNC(=O)[C@H]1[C@H](CO)[C@H]2Cn3c(cccc3=O)[C@H]2N1CCC(F)(F)F | 5 | 0 | -0.8 | 2
Cn1cnc(S(=O)(=O)N2C[C@H](O)COC[C@H]3O[C@@H](CC(=O)NC4CCCC4)CC[C@@H]32)c1 | 1 | -1 | 0.5 | -47
CC=Cc1ccc2n(c1=O)C[C@@H]1[C@@H](CO)[C@H](C(=O)NCc3ccccc3)N(CC)[C@H]21 (mixture of isomers) | 4 | 3 | 3.1 | ·
C[C@@H]1CN([C@@H](C)CO)C(=O)c2cc(/C=C/c3ccccc3)cnc2O[C@@H]1CN(C)C(=O)C1CC1 | -38 | · | -1.7 | 38
C[C@@H]1CN([C@H](C)CO)C(=O)c2cc(NC(=O)Nc3ccccc3)ccc2O[C@@H]1CN(C)S(=O)(=O)c1ccc(Cl)cc1 | 18 | 7 | -2.3 | 28
CCC(=O)N(CC(C)C)C[C@H]1[C@H](c2ccccc2)[C@@H](CO)N1C(=O)C1CCC1 | -2 | -7 | -0.7 | 31
C[C@H](CO)N1C[C@H](C)[C@H](CN(C)Cc2ccc3c(c2)OCO3)Oc2ccc(NC(=O)Cc3ccccc3)cc2C1=O | 8 | -2 | -1.0 | -27
CCC(=O)N1C[C@@H](C)[C@H](OC)CN(C)C(=O)c2ccc(NC(=O)c3ccc(F)cc3)cc2OC[C@H]1C | -11 | -3 | 2.6 | 48
COc1ccccc1S(=O)(=O)N(C)C[C@H]1OCc2cnnn2CCCC(=O)N([C@@H](C)CO)C[C@@H]1C | -8 | -1 | -0.2 | 50
C[C@@H]1CN([C@H](C)CO)C(=O)c2c(c3ccccc3n2C)-c2ccccc2CO[C@@H]1CN(C)C(=O)Nc1ccc(-c2ccccc2)cc1 | -83* | -3 | -5.5 | ·
COc1ccc(NC(=O)N(C)C[C@H]2Oc3ccc(NC(=O)Nc4ccc5c(c4)OCO5)cc3CC(=O)N([C@@H](C)CO)C[C@@H]2C)cc1 | 25 | -13 | 4.9 | 11
COc1ccc(S(=O)(=O)N(C)C[C@@H]2Oc3ncc(-c4cccc(F)c4)cc3C(=O)N([C@H](C)CO)C[C@@H]2C)cc1 | -13 | 2 | -2.3 | 26
C[C@H]1CN([C@@H](C)CO)S(=O)(=O)c2ccc(-c3cncnc3)cc2O[C@@H]1CN(C)Cc1ccncc1 | -1 | 2 | 1.3 | 42
C/C=C/c1cnc2c(c1)C(=O)N([C@H](C)CO)C[C@H](C)[C@@H](CN(C)C(=O)NCCC)O2 | 12 | 15 | -0.5 | 80
CN(C)C(=O)C[C@H]1CC[C@H](NC(=O)C2CCOCC2)[C@@H](CO)O1 | -2 | · | -0.6 | 3
C[C@@H]1CN([C@H](C)CO)C(=O)c2cc(NC(=O)Nc3cccc4ccccc34)ccc2O[C@H]1CN(C)Cc1ccc(Cl)c(Cl)c1 | 15 | -8 | -1.6 | 102*
C[C@@H]1CCCCO[C@H](CN(C)C(=O)c2ccncc2)[C@H](C)CN([C@@H](C)CO)C(=O)c2cc(NC(=O)NC3CCCCC3)ccc2O1 | -13 | -7 | -3.1 | 8
COc1ccc(S(=O)(=O)N(C)C[C@H]2Oc3ccc(NC(=O)NC4CCCCC4)cc3C(=O)N([C@H](C)CO)C[C@@H]2C)cc1 | -8 | -5 | -0.6 | 61
CO[C@@H]1CN(C)C(=O)c2cc(NC(=O)c3ccccc3)ccc2OC[C@@H](C)N(C(=O)CN(C)C)C[C@H]1C | 31 | -3 | 0.3 | -13
O=C(C[C@@H]1C=C[C@@H](NS(=O)(=O)c2ccc(F)cc2)[C@H](CO)O1)NCc1ccc(Cl)c(Cl)c1 | -7 | -2 | -0.4 | 47
Cc1noc(C)c1NC(=O)N(C)C[C@H]1OCCCC[C@H](C)Oc2ccc(NS(=O)(=O)c3ccccc3)cc2C(=O)N([C@H](C)CO)C[C@@H]1C | -26 | -5 | -0.4 | -22
CO[C@H]1CN(C)C(=O)c2cc(NC(=O)Nc3cc(F)ccc3F)ccc2OC[C@@H](C)N(C(=O)c2cnccn2)C[C@@H]1C | -1 | · | -0.2 | ·
CO[C@H](CN(C)Cc1nccs1)[C@H](C)CN([C@H](C)CO)S(=O)(=O)c1ccc(C)cc1 | 6 | · | -1.4 | 32
SMILES | Pf Dd2 inh | C diff growth | GASC1 inh | Tcruzi prolif
O=C1CN(S(=O)(=O)Cc2ccccc2)C[C@H]2[C@@H](c3ccc(C#CCC4CCCC4)cc3)[C@H](CO)N12 | -21 | 74 | -0.5 | ·
CC=Cc1ccc2n(c1=O)C[C@H]1[C@H](CO)[C@@H](C(=O)NCc3ccc4c(c3)OCO4)[C@@H]2N1C(C)=O (mixture of isomers) | -4 | -1 | 0.5 | -14
OC[C@@H]1[C@@H](c2ccc(-c3ccc(F)cc3)cc2)[C@H]2CN(CCC(F)(F)F)CCCCN12 | -65 | 21 | -1.2 | 104*
CC(C)NC(=O)Nc1ccc2c(c1)C(=O)N([C@H](C)CO)C[C@H](C)[C@H](CN(C)C(=O)Nc1ccc(F)cc1)OCCCC[C@@H](C)O2 | 30 | 2 | 0.8 | -14
CO[C@@H]1CN(C)C(=O)c2ccc(NC(=O)C3CCC3)cc2OC[C@@H](C)N(CC2CCCCC2)C[C@H]1C | -83* | -9 | 2.3 | ·
CC(C)NC(=O)N(C)C[C@H]1Oc2ccc(NS(=O)(=O)c3ccccc3)cc2C(=O)N([C@H](C)CO)C[C@H]1C | 19 | 5 | 0.4 | 10
O=C(C[C@H]1CC[C@H]2[C@@H](COC[C@H](O)CN2C(=O)Nc2ccc(F)cc2)O1)NCC1CC1 | -10 | 44&4 | -1.0 | ·
C[C@H](CO)N1C[C@H](C)[C@@H](CN(C)C(=O)Cc2ccccc2)OCCCC[C@H](C)Oc2ccc(NC(=O)Nc3ccccc3)cc2C1=O | 24 | · | 0.4 | 48
OC[C@@H]1[C@H](c2ccc(-c3ccccc3F)cc2)[C@@H]2CN(Cc3ccncc3)CCCCN12 | 12 | -5 | 4.5 | ?
C[C@@H]1CN([C@H](C)CO)C(=O)Cc2cc(NC(=O)Nc3ccc(F)cc3)ccc2O[C@H]1CN(C)Cc1ccc(C(F)(F)F)cc1 | 3 | 69 | -0.1 | 14

Entries shown so far that contain an aryl methoxy group:
SMILES | Pf Dd2 inh | C diff growth | GASC1 inh | Tcruzi prolif
COc1cccc(NC(=O)Nc2ccc3c(c2)C(=O)N(C)C[C@H](OC)[C@H](C)CN(C)[C@H](C)CO3)c1 | -36 | 1 | 6.8 | -57
COc1ccccc1CNC(=O)C[C@H]1CC[C@H](NC(=O)CC2CC2)[C@H](CO)O1 | 0 | 0 | -0.1 | 30
COc1ccc(NC(=O)N(C)C[C@H]2OCCCC[C@H](C)Oc3ccc(NS(=O)(=O)c4ccc(F)cc4)cc3C(=O)N([C@H](C)CO)C[C@@H]2C)cc1 | -34 | -15 | -0.9 | 18
COc1ccc2c3c([nH]c2c1)[C@H](CO)N(C(C)=O)CC31CN(C(=O)c2ccc3c(c2)OCO3)C1 | 17 | -3 | 0.5 | ·
COc1ccccc1S(=O)(=O)N(C)C[C@H]1OCc2cnnn2CCCC(=O)N([C@@H](C)CO)C[C@@H]1C | -8 | -1 | -0.2 | 50
COc1ccc(NC(=O)N(C)C[C@H]2Oc3ccc(NC(=O)Nc4ccc5c(c4)OCO5)cc3CC(=O)N([C@@H](C)CO)C[C@@H]2C)cc1 | 25 | -13 | 4.9 | 11
COc1ccc(S(=O)(=O)N(C)C[C@@H]2Oc3ncc(-c4cccc(F)c4)cc3C(=O)N([C@H](C)CO)C[C@@H]2C)cc1 | -13 | 2 | -2.3 | 26
COc1ccc(S(=O)(=O)N(C)C[C@H]2Oc3ccc(NC(=O)NC4CCCCC4)cc3C(=O)N([C@H](C)CO)C[C@@H]2C)cc1 | -8 | -5 | -0.6 | 61
